Source: PubChem (several laboratories)
p-CIP stab down = p/CIP-EGFP fusion destabilizers, primary screen, fluorescence, F442A cells; Q05BA5; 16 h; decrease of EGFP signal, % at 10 µM; hit rate 0.01% among 290,000;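 active = EGFP signal decrease of at least 30% at 10 µM or well 3 SD below plate mean, unless failing retest; inactive = the rest, including hits failing retest or dose response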; also: some compounds called inactive have numbers as strong as hits; many of its hits are not listed in these tables
IDE act = human IDE activators in live cells, primary screen, fluorescence polarization, HEK cells, FAbeta-B substrate; FAbeta-B cleavage; 0% vehicle, 100% cell-free pure enzyme wells; hit rate 0.073% among 340,000; activation, % at 5.96 µM;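 active = activation above the mean of all tested compounds plus 3 SD, set per screening campaign, cut at about 17% in these data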
Target sequence (P14735 whole entry, looked up): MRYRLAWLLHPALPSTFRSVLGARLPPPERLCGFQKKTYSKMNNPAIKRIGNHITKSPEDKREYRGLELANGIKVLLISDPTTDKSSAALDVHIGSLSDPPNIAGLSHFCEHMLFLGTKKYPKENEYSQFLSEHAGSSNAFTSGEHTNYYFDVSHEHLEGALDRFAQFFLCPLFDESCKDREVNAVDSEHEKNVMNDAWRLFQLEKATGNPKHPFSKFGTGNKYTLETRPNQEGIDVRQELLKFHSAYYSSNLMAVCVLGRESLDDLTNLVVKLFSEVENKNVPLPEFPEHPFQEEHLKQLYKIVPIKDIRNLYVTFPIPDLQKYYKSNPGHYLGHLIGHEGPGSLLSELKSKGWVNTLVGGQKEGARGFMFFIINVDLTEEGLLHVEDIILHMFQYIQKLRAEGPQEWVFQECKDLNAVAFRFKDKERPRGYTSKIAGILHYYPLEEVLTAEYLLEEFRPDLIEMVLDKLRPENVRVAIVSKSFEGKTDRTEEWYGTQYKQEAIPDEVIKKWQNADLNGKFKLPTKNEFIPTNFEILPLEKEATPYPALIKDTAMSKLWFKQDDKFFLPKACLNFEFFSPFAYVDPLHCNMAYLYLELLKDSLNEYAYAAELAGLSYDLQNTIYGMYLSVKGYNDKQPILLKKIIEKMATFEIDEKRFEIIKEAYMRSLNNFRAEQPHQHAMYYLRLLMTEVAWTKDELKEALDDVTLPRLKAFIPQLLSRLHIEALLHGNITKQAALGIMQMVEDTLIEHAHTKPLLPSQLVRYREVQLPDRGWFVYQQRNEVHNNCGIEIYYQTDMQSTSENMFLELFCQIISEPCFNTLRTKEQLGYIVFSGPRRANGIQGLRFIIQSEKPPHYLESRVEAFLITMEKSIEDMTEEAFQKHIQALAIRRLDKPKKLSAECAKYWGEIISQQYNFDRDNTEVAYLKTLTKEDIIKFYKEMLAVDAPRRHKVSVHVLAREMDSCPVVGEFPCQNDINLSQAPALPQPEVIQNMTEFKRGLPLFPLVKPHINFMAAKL
SUMO HTRF inh = inhibitors of in vitro SUMOylation cascade, primary screen, biochemical, HTRF, uHTS; inhibition, % at 35 µM; hit rate 0.36% among 290,000; HTRF SUMOylation assay, SAE1/SAE2 + UBC9; AID 2006, 2009; in the data active = inhibition above about 50%, passing the limit was not always enough; also: strong numbers were not always called active
IDE inh = human IDE inhibitors in live cells, primary screen, fluorescence polarization, HEK cells, FAbetaB substrate; FAbetaB cleavage; hit rate 0.41% among 320,000; AID 434962, 2010; inhibition, % at 5.59 µM; Insulin-degrading enzyme (Homo sapiens), P14735;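 active = percent inhibition above the average of all tested compounds plus 3 SD, set per screening campaign, cut at about 16% in these data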;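 also: IDE supplied by intact live HEK cells; FP after avidin binding of uncleaved biotin substrate so inhibition keeps polarization high; 0% = DMSO wells and 100% = 60 µM reference IDE inhibitor Ii1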
Starred values were filed as active, the others as inactive; / = no result given. This is a subset; rates above refer to the full screens.

Below each SMILES – p-CIP stab down	IDE inh	IDE act	SUMO HTRF inh
Cc1cc(OCC(=O)Nc2c(C)n(C)n(-c3ccccc3)c2=O)c2c3c(c(=O)oc2c1)CCC3
    -9	/	/	6
CN(C)CCSC1c2ccccc2CSc2ccccc21 (stereo not given)
    /	-2	/	/
O=C(O)C(Cl)Cl
    /	1	/	/
O=C1C2C3CCC(O3)C2C(=O)N1c1cccc(F)c1 (stereo not given)
    /	6	/	/
c1cncc(C2CCCN2)c1 (stereo not given)
    /	-1	/	/
Cc1ccccc1-n1c(CNc2ccccc2)nc2ccccc2c1=O
    /	-2	/	/
CNCC(=O)c1ccccc1
    /	3	/	/
COc1ccc2c(c1O)C13CCN(C)C(C2)C1CCC(=O)C3 (stereo not given)
    /	-1	/	/
COc1ccc2[nH]cc(C3=CCNCC3)c2c1
    /	9	/	/
CC(=O)O[C@@H]1/C=C/[C@](C)(O)C[C@@H](C)C/C=C/[C@H]2[C@H](O)[C@@](C)(O)[C@@H](C)[C@H]3[C@H](Cc4ccccc4)NC(=O)[C@@]312
    /	2	/	/

Continued:
Below each SMILES – p-CIP stab down	IDE inh	IDE act	SUMO HTRF inh
CN1C(=O)C(c2ccccc2)C(=O)N(C)C1=O
    /	5	/	/
C[C@]12CCC3C(CC[C@H]4C[C@@H](O)CC[C@]34C)C1C[C@@H](Br)[C@H]2O (stereo not given in full)
    /	0	/	/
NC(Cc1ccc(O)cc1)C(=O)NN=Cc1ccc(N(CCCl)CCCl)cc1 (stereo not given)
    /	/	-1	/
CCOC(=O)[C@]12Cc3cc(OC)c(OC)cc3[C@H]1N(Cc1ccccc1)C(=O)c1ccccc12
    /	/	2	/
C=CCCC1(C2=CCCCC2)C(=O)NC(=O)NC1=O
    /	/	5	/
CC12CC1(C)C(=O)N(c1cc(Cl)cc(Cl)c1)C2=O (stereo not given)
    /	/	5	/
COP(=S)(OC)Oc1ccc(Sc2ccc(OP(=S)(OC)OC)cc2)cc1
    /	/	3	/
Nc1ncnc2c1ncn2[C@@H]1O[C@H](COP(=O)(O)CP(=O)(O)O)[C@@H](O)[C@H]1O
    /	/	0	/
COc1ccc(/C=C/C=C2C(=O)NC(=S)NC2=O)cc1
    /	/	-4	/
Cc1cccc(NP2(=O)NCCCN2)c1
    /	/	6	/

(cont.)
Below each SMILES – p-CIP stab down	IDE inh	IDE act	SUMO HTRF inh
CC(C)(C)C(=O)C(Oc1ccc(Cl)cc1)n1cncn1 (stereo not given)
    /	/	8	/
CC1(CCO)C(=O)NC(=S)NC1=O
    /	/	3	/
O=C(CCN1CC2CCC(CC2)C1)c1cccs1
    /	/	6	/
c1ccc(CNC2CN3CCC2CC3)cc1 (stereo not given)
    /	/	-2	/
COC1=C[C@@H]2[C@@H]3Cc4ccc(OC)c(O)c4[C@]2(CCN3C)CC1=O
    /	/	-3	/
O=P(Oc1ccccc1)(N1CCOCC1)N1CCOCC1
    /	/	6	/
C[C@]12CCC3C(CC[C@H]4[C@@H](O)[C@H](O)CC[C@]34C)C1CCC2=O (stereo not given in full)
    /	/	0	/
O=C1NC(=O)C(=Cc2ccco2)C(=O)N1
    /	/	-1	/
CC(=O)OCC12CC(OC(=O)CC(C)C)C(C)=CC1OC1C(O)C(OC(C)=O)C2(C)C12CO2 (stereo not given)
    /	/	0	/
NC(=O)c1cc([N+](=O)[O-])cc([N+](=O)[O-])c1
    /	/	-2	/

More results:
Below each SMILES – p-CIP stab down	IDE inh	IDE act	SUMO HTRF inh
CN1OC[C@@H]2CN[C@H](c3ccccc3Br)C[C@@H]21
    /	/	1	/
CCCCC1(CCO)C(=O)NC(=S)NC1=O
    /	/	3	/
N#CC1c2ccccc2-n2nncc2CN1S(=O)(=O)c1cc(Cl)cc(Cl)c1 (stereo not given)
    /	/	-12	/
COc1ccc2c(c1)C13CCN(C)C(C2)C1CCC1(C3)OCCO1 (stereo not given)
    /	/	5	/
COC(=O)C1=C(C(=O)OC)C2c3ccccc3C1c1ccccc12
    /	/	-4	/
CC1=CC2OC3CC4OC(=O)C=CC=CC(=O)OCCC(C)C(O)C(=O)OCC2(CC1O)C4(C)C31CO1 (stereo not given)
    /	/	-4	/
CC1([N+](=O)[O-])COP(=O)(Nc2ccc(Cl)cc2)OC1 (stereo not given)
    /	/	7	/
CN1CCc2cc3c(cc2C1)OCO3
    /	/	5	/
Oc1ccc(O)c2c1C1(Cl)C(Cl)=C(Cl)C2(Cl)C1(Cl)Cl
    /	/	-4	/
C(#CCN1CCCC1)CN1CCCC1
    /	/	1	/

The list continues.
Below each SMILES – p-CIP stab down	IDE inh	IDE act	SUMO HTRF inh
C=CCC1(Cc2ccsc2)C(=O)NC(=O)NC1=O
    /	/	3	/
CC12CC(=O)C3C(CCC4CC=CCC43C)C1CCC2=O (stereo not given)
    /	/	-3	/
CC1=CC(C)CC(C)OC(=O)CC(c2ccc(O)cc2)NC(=O)C(Cc2c(Br)[nH]c3ccccc23)N(C)C(=O)C(C)NC(=O)C(C)C1 (stereo not given)
    /	/	5	/
CC12CCC(O)CC1CCC1C2CCC2(C)C(C(=O)CC(O)C(F)(F)F)CCC12 (stereo not given)
    /	/	-3	/
CC[C@H]1CN2CCC1C[C@@H]2[C@H](O)c1ccnc2ccc(OC)cc12 (stereo not given in full)
    /	/	3	/
CCOC(=O)[C@]12Cc3cc(OC)ccc3[C@H]1N(Cc1ccccc1)C(=O)c1ccccc12
    /	/	1	/
C[C@]12CCC3C(CC[C@H]4C[C@H](O)CC[C@]34C)C1C[C@H](O)[C@H]2O (stereo not given in full)
    /	/	3	/
CCOc1cc(C=C2C(=O)NC(=S)NC2=O)ccc1O
    /	/	2	/
CN1CN(c2ccccc2)C2(CCN(CCCSc3ccccc3NC(=O)/C=C/c3ccccc3)CC2)C1=O
    /	/	2	/
CCC1(Oc2ccccc2)C(=O)NC(=O)NC1=O
    /	/	3	/

The final two records of the part above lead into the next:
Below each SMILES – p-CIP stab down	IDE inh	IDE act	SUMO HTRF inh
CN1CN(c2ccccc2)C2(CCN(CCCSc3ccccc3NC(=O)/C=C/c3ccccc3)CC2)C1=O
    /	/	2	/
CCC1(Oc2ccccc2)C(=O)NC(=O)NC1=O
    /	/	3	/
NC(=O)c1c(Br)n(C2OC(CO)C(O)C2O)c2ncnc(N)c12 (stereo not given)
    /	/	3	/
Cc1ccc2c(c1)NP(=S)(Oc1ccccc1)N2 (stereo not given)
    /	/	0	/
CC1C(=O)OC2CCN3CC4OC4(COC(=O)C(C)(O)C1(C)O)C23 (stereo not given)
    /	/	1	/
CC(O)C1C=CC=CC(=O)OC2CC3OC4C5OC5(C)C(O)CC4(COC(=O)C(O)C(C)CCO1)C2(C)C31CO1 (stereo not given)
    /	/	3	/
CC(=O)OC(C)(C)/C=C/C(=O)C(C)(O)C1C(O)CC2(C)C3CC=C4C(CC(O)C(=O)C4(C)C)C3(C)C(=O)CC12C (stereo not given)
    /	/	3	/
CC(=O)OC1CC(OC2C(O)CC(OC3C(O)CC(OC4CCC5(C)C(CCC6C5CCC5(C)C(C7=CC(=O)OC7)C(O)CC65O)C4)OC3C)OC2C)OC(C)C1OC1OC(CO)C(O)C(O)C1O (stereo not given)
    /	/	-4	/
CCC1(CC(C)C)C(=O)NC(=S)NC1=O
    /	/	-1	/
CC(=O)N1Cc2cnnn2-c2ccccc2C1(C#N)Cc1ccccc1 (stereo not given)
    /	/	0	/
Cc1ccc(C(=O)N2CC2C)cc1 (stereo not given)
    /	/	4	/
CN1C(=O)C(Cc2ccccc2)C(=O)N(C)C1=O
    /	/	5	/

(more compounds)
Below each SMILES – p-CIP stab down	IDE inh	IDE act	SUMO HTRF inh
N#Cc1ncc(N=Cc2ccc(N(CCCl)CCCl)cc2)s1
    /	/	2	/
CC1([N+](=O)[O-])COP(=O)(Nc2cccc(Cl)c2)OC1 (stereo not given)
    /	/	-3	/
CCCOC(=O)C1C2CCC(O2)C1C(=O)O (stereo not given)
    /	/	0	/
O=P(O)(Oc1ccccc1)c1ccccc1
    /	/	2	/
COc1ccc(NP2(=O)OCC(C)(N)CO2)cc1 (stereo not given)
    /	/	2	/
CC1C=CCCC12C(=O)NC(=O)NC2=O (stereo not given)
    /	/	-7	/
CC1([N+](=O)[O-])COP(=O)(Nc2ccccc2F)OC1 (stereo not given)
    /	/	-1	/
CSc1nc(Cl)c(Br)c(N2CC2)n1
    /	/	1	/
CC(C)(C)N1CC(C(=O)c2ccccc2)C1c1ccccc1 (stereo not given)
    /	/	5	/
CC[C@@H](O)C[C@H]1CCC[C@@]2(C[C@@H]3OC(=O)/C=C/[C@@](C)(O)[C@@H](O)[C@H](C)[C@@H](O)[C@H](OC4CCC(N(C)C)C(C)O4)[C@@H](O)[C@](C)(O)CCCCC/C=C/[C@@H]4CC(C)(C)O[C@@]4(O)C[C@H](O2)[C@H]3C)O1 (stereo not given in full)
    /	/	10	/

The results go on:
Below each SMILES – p-CIP stab down	IDE inh	IDE act	SUMO HTRF inh
CCOC(=O)C1(c2ccccc2)CCN(CCC(=O)Nc2cccc(Br)c2)CC1
    /	/	2	/
CC1([N+](=O)[O-])COP(=O)(Nc2ccc(F)cc2)OC1 (stereo not given)
    /	/	3	/
CC(=O)NC1=C(N2CC2C)C(=O)C(NC(C)=O)=C(N2CC2C)C1=O (stereo not given)
    /	/	3	/
O=C1NC(=S)NC(=O)C1=Cc1ccc(OCc2ccccc2)cc1
    /	/	3	/
ClCCN(CCCl)c1ccc(C=NNc2ncccn2)cc1
    /	/	4	/
CCOC(=O)[C@]12Cc3cc(Cl)ccc3[C@H]1N(Cc1ccccc1)C(=O)c1ccccc12
    /	/	2	/
O=C(Nc1ccc(Cl)cc1)N1CC1
    /	/	-1	/
CCOC(=O)c1cc2c(cn1)[C@H](CCO)NC2
    /	/	0	/
O=P(Oc1ccccc1)(Oc1ccccc1)N1CCOCC1
    /	/	1	/
Nc1ccc(CC2=NCCN2)cc1
    /	/	0	/

Remaining list, next part:
Below each SMILES – p-CIP stab down	IDE inh	IDE act	SUMO HTRF inh
CC12CCC3C(CCCC4CC(=O)CCC43C)C1CCC2O (stereo not given)
    /	/	-6	/
CCOP(=O)(NC(C)C)Oc1ccc(SC)c(C)c1 (stereo not given)
    /	/	6	/
CC1NC(=O)NC(=O)C1Br (stereo not given)
    /	/	4	/
O=C(CF)N(O)c1ccc(C=Cc2ccccc2)cc1
    /	/	0	/
S=P(NCCSCc1ccccc1)(N1CC1)N1CC1
    /	/	-3	/
N#Cc1cn(C2OC(CO)C(O)C2O)c2ncnc(N)c12 (stereo not given)
    /	/	0	/
O=C1NC(=O)C(Cc2ccccc2)(Cc2ccccc2)C(=O)N1
    /	/	0	/
CCC(=O)O[C@H]1CC[C@H]2[C@@H]3CCC4=CC(=O)CC[C@]4(C)[C@H]3CC[C@]12C
    /	/	2	/
O=C1NC(=O)C(Nc2ccc(Cl)c(Cl)c2)C(=O)N1
    /	/	0	/
CC12CCC3C(CC=C4CC(O)CCC43C)C1CC(=CN1CCOCC1)C2=O (stereo not given)
    /	/	3	/

Next records follow:
Below each SMILES – p-CIP stab down	IDE inh	IDE act	SUMO HTRF inh
CC(N)Cc1c[nH]c2ccc(O)cc12 (stereo not given)
    /	/	-3	/
O=C(Nc1ccccc1)N1Cc2ccccc2-n2nncc2C1
    /	/	3	/
Cc1nn(CC(C)C)c(Cl)c1C(=O)NC1CCCCC1
    /	/	4	/
O=[N+]([O-])c1oc2ccc3ccccc3c2c1CCO
    /	/	4	/
CCC1CN1P(=O)(N1CCCC1)N1CC1CC (stereo not given)
    /	/	2	/

Grouped by structure: those above containing a Cl atom.
Below each SMILES – p-CIP stab down	IDE inh	IDE act	SUMO HTRF inh
O=C(O)C(Cl)Cl
    /	1	/	/
NC(Cc1ccc(O)cc1)C(=O)NN=Cc1ccc(N(CCCl)CCCl)cc1 (stereo not given)
    /	/	-1	/
CC12CC1(C)C(=O)N(c1cc(Cl)cc(Cl)c1)C2=O (stereo not given)
    /	/	5	/
CC(C)(C)C(=O)C(Oc1ccc(Cl)cc1)n1cncn1 (stereo not given)
    /	/	8	/
N#CC1c2ccccc2-n2nncc2CN1S(=O)(=O)c1cc(Cl)cc(Cl)c1 (stereo not given)
    /	/	-12	/
CC1([N+](=O)[O-])COP(=O)(Nc2ccc(Cl)cc2)OC1 (stereo not given)
    /	/	7	/
Oc1ccc(O)c2c1C1(Cl)C(Cl)=C(Cl)C2(Cl)C1(Cl)Cl
    /	/	-4	/
N#Cc1ncc(N=Cc2ccc(N(CCCl)CCCl)cc2)s1
    /	/	2	/
CC1([N+](=O)[O-])COP(=O)(Nc2cccc(Cl)c2)OC1 (stereo not given)
    /	/	-3	/
CSc1nc(Cl)c(Br)c(N2CC2)n1
    /	/	1	/
ClCCN(CCCl)c1ccc(C=NNc2ncccn2)cc1
    /	/	4	/
CCOC(=O)[C@]12Cc3cc(Cl)ccc3[C@H]1N(Cc1ccccc1)C(=O)c1ccccc12
    /	/	2	/
O=C(Nc1ccc(Cl)cc1)N1CC1
    /	/	-1	/
O=C1NC(=O)C(Nc2ccc(Cl)c(Cl)c2)C(=O)N1
    /	/	0	/
Cc1nn(CC(C)C)c(Cl)c1C(=O)NC1CCCCC1
    /	/	4	/
